eIF4E 4G PPI: eIF4E–eIF4G protein interaction inhibitors, primary screen, biochemical, uHTS, TR-FRET, eIF4GI fragment. inhibition, % at 21.7 µM. TR-FRET eIF4E-eIF4GI(517-606) binding, 2 h. Eukaryotic translation initiation factor 4E (Mus musculus) + Eukaryotic translation …. hit rate 0.37% among 220,000;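 active = inhibition above about 30%, limit read from the data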;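 also: 0% = full FRET control wells and 100% = background wells lacking eIF4GI fragment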
NPY2 pot ag: NPY-Y2 potentiators or agonists, primary screen, cell-based. cells expressing NPY-Y2, potentiator/agonist read-out. activation, % at 3.6 µM. hit rate 0.45% among 220,000. AID 1359, 2008; in the data active = activation above about 27%;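 also: cells stimulated with NPY near EC25 plus isoproterenol at EC100; 0% = vehicle plus submaximal agonist and 100% = vehicle plus saturating agonist; some results beyond the cut were filed as inactive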
EP2 antag: human EP2 receptor antagonists, primary screen, TR-FRET cAMP, C6 glioma cells | AID 1422, 2008 | C6 glioma cells expressing human EP2; cells stimulated with saturating PGE2 | inhibition, % at 25 µM | Prostaglandin E2 receptor EP2 subtype (Homo sapiens), P43116 | hit rate 0.52% among 260,000;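 active = percent inhibition above 40 after rounding to a whole number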;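 also: rat C6 glioma host cells with rolipram phosphodiesterase inhibitor present; the protocol text gives 20 µM as final concentration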
NPY Y1 blocker: NPY-Y1 receptor antagonists, primary screen, cell-based. Neuropeptide Y receptor type 1 (Homo sapiens), P25929. hit rate 1% among 200,000. inhibition, % at 3.6 µM. HEK293-CNG Y1 cells, membrane potential fluorescence; NPY at EC95, then isoproterenol;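 active = inhibition above the campaign mean inhibition of all tested compounds plus 3 SD, cut at about 20% in these data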;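 also: 0% = DMSO wells given NPY plus isoproterenol and 100% = isoproterenol alone without NPY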
Target sequence (P25929 whole entry, looked up): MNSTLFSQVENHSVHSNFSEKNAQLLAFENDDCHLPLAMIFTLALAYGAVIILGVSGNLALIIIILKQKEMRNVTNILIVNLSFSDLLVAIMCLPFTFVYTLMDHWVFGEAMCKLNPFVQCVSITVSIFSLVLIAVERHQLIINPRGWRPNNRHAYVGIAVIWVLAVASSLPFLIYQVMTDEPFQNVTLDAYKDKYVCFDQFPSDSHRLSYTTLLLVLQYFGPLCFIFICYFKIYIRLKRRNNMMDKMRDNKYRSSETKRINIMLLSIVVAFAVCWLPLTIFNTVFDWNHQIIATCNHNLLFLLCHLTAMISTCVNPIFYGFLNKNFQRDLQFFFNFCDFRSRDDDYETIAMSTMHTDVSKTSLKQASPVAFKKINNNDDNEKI
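Material: HEK293 cells with Y1 receptor plus CNG channel; times: compound incubation 1 h at room temperature, readout 45 min post-stimulation; signal: fluorescence, membrane potential probe; read-out basis: fluorescence ratio normalized to % inhibition between controls; benchmarks: full-block control isoproterenol-only wells, zero-block control NPY plus isoproterenol wells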
S1P4 antagonist: S1P4 receptor antagonists, primary screen, cell-based; Sphingosine 1-phosphate receptor 4 (Homo sapiens), O95977; S1P4-expressing cells, antagonist mode, reporter read-out; inhibition, % at 4.98 µM; hit rate 0.26% among 220,000; AID 1510, 2009; in the data active = inhibition above about 29%;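 also: 0% = wells stimulated with agonist and 100% = vehicle wells without agonist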
Target sequence (O95977 whole entry, looked up): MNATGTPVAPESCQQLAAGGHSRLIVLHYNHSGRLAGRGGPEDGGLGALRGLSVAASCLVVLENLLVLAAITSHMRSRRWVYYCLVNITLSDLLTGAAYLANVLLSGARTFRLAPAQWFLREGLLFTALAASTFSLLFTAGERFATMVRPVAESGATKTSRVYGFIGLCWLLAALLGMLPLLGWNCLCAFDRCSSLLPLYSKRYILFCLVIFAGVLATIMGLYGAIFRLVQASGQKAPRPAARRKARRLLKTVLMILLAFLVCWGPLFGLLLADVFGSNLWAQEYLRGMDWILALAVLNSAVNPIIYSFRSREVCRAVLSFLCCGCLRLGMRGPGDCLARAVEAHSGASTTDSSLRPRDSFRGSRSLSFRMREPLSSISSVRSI
p97 ATPase inh: inhibitors of human p97 ATPase, primary screen, biochemical; Transitional endoplasmic reticulum ATPase (Homo sapiens), P55072; recombinant p97 ATPase, Kinase-Glo ATP luminescence, 3 h; inhibition, % at 8 µM; hit rate 0.42% among 220,000; AID 1481, 2009; in the data active = inhibition above about 15%;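 also: 0% = DMSO vehicle and 100% = wells lacking enzyme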
S1P4 agonist: S1P4 receptor agonists, primary screen, cell-based; AID 1509, 2009; S1P4-expressing cell line, agonist reporter assay; activation, % at 4.98 µM; Sphingosine 1-phosphate receptor 4 (Homo sapiens), O95977; hit rate 0.35% among 220,000; in the data active = activation above about 11%;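 also: 0% = DMSO vehicle and 100% = reference agonist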
NPY-Y1 PAM-ag: NPY-Y1 receptor potentiators or agonists, primary screen, cell-based; Neuropeptide Y receptor type 1 (Homo sapiens), P25929; NPY-Y1 expressing cells, potentiator/agonist activation; activation, % at 3.6 µM; hit rate 0.37% among 220,000; AID 1304, 2008; in the data active = activation above about 33%, passing the limit was not always enough;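 also: cells stimulated with NPY at EC10 then isoproterenol at EC100; 0% = low agonist plus stimulus and 100% = saturating agonist plus stimulus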
EP2 modulator: EP2 receptor modulators, cAMP readout, primary screen, cell-based, HTRF cAMP, PGE2 stimulation. Prostaglandin E2 receptor EP2 subtype (Homo sapiens), P43116. EP2-expressing cells, cAMP HTRF FRET, PGE2 co-stimulation. induction, % at 25 µM. hit rate 0.83% among 260,000;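 active = compounds whose cAMP rise, as percent of the full-agonist control response, exceeds 60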;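 also: rat C6 glioma line stably carrying human EP2 under a CMV promoter; the protocol text gives 20 µM as final concentration; 100% = response of wells given 1 µM PGE2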
* hit, by the source's call; . = not tested or not shown; & = joins results of further samples; [ ] = remark or other dose. An excerpt (hit frequency here may not be typical).

SMILES	eIF4E 4G PPI	NPY2 pot ag	EP2 antag	NPY Y1 blocker	S1P4 antagonist	p97 ATPase inh	S1P4 agonist	NPY-Y1 PAM-ag	EP2 modulator
CN1CCN(/C=N/c2sc3c(c2C#N)CCCCC3)CC1	1	18	9	1	8	1	2.1	3	-1
O=C(Cn1cnc2c(cnn2-c2ccc(Cl)cc2)c1=O)N1CCN(c2ccccc2)CC1	-4	0	4	2	-4	3	-0.2	-6	20
O=C(O)COc1ccc(/C=C/c2nc3ccc([N+](=O)[O-])cc3s2)cc1	3	-7	8	.	-12	-2	-0.1	-9	-3
NS(=O)(=O)c1ccc(NC(=O)COc2ncnc3c2cnn3-c2ccccc2)cc1	0	-10	6	-4	7	3	-2.9	13	11
CN(C)c1cccc(C(=O)OCC(=O)Nc2ccccc2-c2ccccc2)c1	3	3	8	2	-13	-2	-0.2	-15	28
COc1ccc(-c2nnc(SCC(=O)NC3CCCCC3)o2)cc1OC	-2[fluorescence artefact?]	-5	5&26	3	-13	1	1.6	-3	13&6
COc1ccccc1-c1c(C#N)c(N)nc2c1CCc1ccccc1-2	6	-7	6	7	-8	-3	4.1	-22	-18
O=C1CCCC2=C1C(c1ccc3c(c1)OCO3)c1c([nH]n(-c3ccccc3)c1=O)N2 (stereo not given)	-1	5	13	7	-10	5	-0.8	-1	10
O=C1/C(=C\c2ccc3ccccc3c2)CCCc2ccccc21	1	-21	6	7	5	5	-1.6	-3	36
Cc1ccc(C)c(N2CCN(c3ncnc4c3cnn4-c3ccccc3)CC2)c1	-5	10	10	-6	-23	1	-0.5	-8	22

Compound profiles (already shown). Values in the order: eIF4E 4G PPI	NPY2 pot ag	EP2 antag	NPY Y1 blocker	S1P4 antagonist	p97 ATPase inh	S1P4 agonist	NPY-Y1 PAM-ag	EP2 modulator
Listed for O=C(Cn1cnc2c(cnn2-c2ccc(Cl)cc2)c1=O)N1CCN(c2ccccc2)CC1 → -4	0	4	2	-4	3	-0.2	-6	20
Listed for Cc1ccc(C)c(N2CCN(c3ncnc4c3cnn4-c3ccccc3)CC2)c1 → -5	10	10	-6	-23	1	-0.5	-8	22
Listed for O=C1CCCC2=C1C(c1ccc3c(c1)OCO3)c1c([nH]n(-c3ccccc3)c1=O)N2 (stereo not given) → -1	5	13	7	-10	5	-0.8	-1	10

Next records.
SMILES	eIF4E 4G PPI	NPY2 pot ag	EP2 antag	NPY Y1 blocker	S1P4 antagonist	p97 ATPase inh	S1P4 agonist	NPY-Y1 PAM-ag	EP2 modulator
C=CCOC(=O)C1CC=CCC1C(=O)Oc1ccc(F)cc1F (stereo not given)	1	-2	5	3	-4	-6	0.8	-6	1
CC1CCN(S(=O)(=O)c2ccccc2[N+](=O)[O-])CC1	-1	10	11	6	5	6	3.1	-15	5
O=C(COC(=O)CC(NC(=O)c1ccccc1Cl)c1ccccc1)Nc1cccc(F)c1 (stereo not given)	4[fluorescence artefact?]	-4	3	3	-16	1	6.8	5	-13
COc1ccc2nc(NC(=O)c3ccccc3-c3ccccc3C(=O)O)sc2c1	0	1	2	-5	-5	-1	3.7	9	9
Cc1ccc(NC(=O)CN2C(=O)N/C(=C/c3ccc(N4CCOCC4)cc3)C2=O)cc1	-5	3	5	0	0	1	3.1	16	8
CC(C)(C)NNC(=S)Nc1cccc(C(F)(F)F)c1	1	10	11	.	-10	2	-0.4	5	4
c1ccc(CC2CNc3ccccc3CN2)cc1 (stereo not given)	6[fluorescence artefact?]	8	12	3	8	5	-0.2	9	18
O=Nc1c(O)n(Cc2c(Cl)cccc2Cl)c2ccccc12	7	34*	5	-4	-8	3	1.2	24	11
O=C(NCc1ccc(N2CCCC2=O)cc1)c1cnccn1	0[fluorescence artefact?]	9	9&9	4	-5	3	-1.9	-10	18&15
COc1ccc(S(=O)(=O)n2ccc(C(C)Oc3ccc(-c4ccccc4)c(F)c3)n2)cc1 (stereo not given)	2	-2	8	7	-11	-3	1.5	-12	23
COc1ccc(-c2cc(C(=O)N3CCN(c4ccccc4)CC3)c3ccccc3n2)cc1OC	-1	-11	13	4	-30	3	1.2	-13	-26
CCN1CCc2c(sc(NC(=O)c3ccc(S(=O)(=O)N4CCOCC4)cc3)c2C(=O)OC)C1	6	-16	.	3	-17	-5	1.0	-26	-2
Cc1cc(C)nc(SCC(=O)OCN2C(=O)c3ccccc3C2=O)n1	3	-15	15	6	-16	-8	0.7	8	0
COc1ccc(NC(=O)C(=O)N/N=C(\C)CC(=O)Nc2cc(C)ccn2)c(OC)c1	1	-16	4	.	2	7	0.5	20	-12
CCc1c(-c2ccccc2)nc2sc3c(c2c1N)CCCC3	-4	-3	19	.	-8	10	-0.7	15	-33
COc1ccc(/C=C2\SC(=NCc3ccccc3)NC2=O)cc1	17	-4	10	-3	6	4	1.5	15	-65
COc1cc(/C=C2/C(=O)ON=C2c2ccccc2)ccc1O	18	-6	22	2	-11	5	0.1	9	-80
OC1C2(Cc3ccccc3)CN3CCN(C2)CC1(Cc1ccccc1)C3 (stereo not given)	.	5	15	-1	0	6	1.7	-12	.
CCOc1ccc(N2C(=O)CC(SC(=NC)Nc3ccc(F)cc3)C2=O)cc1 (stereo not given)	7	4	23	-7	-9	-3	0.5	25	-51
O=C(Nc1cc(-c2ccccc2)[nH]n1)c1ccccc1F	-5	-27	4	.	3	5	-1.7	-13	-47
Nc1nc(-c2c(Cl)cccc2Cl)no1	-2	8	12	.	-2	3	-0.7	-22	-11
CCC(C)NC(=O)COC(=O)c1oc2ccccc2c1CSc1ccc(Cl)cc1 (stereo not given)	7[fluorescence artefact?]	-9	4	2	-5	2	1.7	-4	20
COC(=O)c1ccc(NC(=S)NCc2ccco2)cc1	-8	-10	14	-8	-8	-4	-0.1	3	-39
Nc1cc(OC(=O)c2ccco2)nn1S(=O)(=O)c1ccc(F)cc1	2	15	6	0	-3	8	-0.2	5	13
C=CCOc1c(Br)cc(/C=C2/NC(=S)N(C(C)=O)C2=O)cc1OC	3	-7	9	-4	-2	2	0.1	5	-3
Cc1ccsc1/C=C1/C(=O)NN(c2ccccc2)C1=O	3	-2	11	1	4	-2	1.4	1	0
O=C(N/N=C/c1ccncc1)c1cc([N+](=O)[O-])cc([N+](=O)[O-])c1	23	2	6	-1	-13	2	0.1	12	33
CCC(C)NC(=O)CSc1nc2ccccc2c(=O)n1-c1c(C)n(C)n(-c2ccccc2)c1=O (stereo not given)	1	6	5	-1	-20	0	2.5	-1	1
CN(C)C(=O)N1CCC(C(=O)NCc2ccc(F)cc2)CC1	1	0	4	6	-3	3	0.7	6	15
CN(C)C(=O)C1CC(=O)OC12CCCCC2 (stereo not given)	3	3	6	.	14	3	1.1	6	5
Cc1cccc(OCC(=O)N/N=C/c2cccn2C)c1	-6	0	6	.	-19	1	0.6	5	-16
CC(C)OC(=O)CSc1nnc(-c2cnccn2)n1-c1ccc(Cl)cc1	-2	11	5	-7	-1	-3	-3.9	9	16
COc1ccc(NC(=O)Cc2ccc(Cl)cc2)cc1NC(=O)c1ccco1	1	15	2	-5	4	4	0.2	21	15
O=S(=O)(/C=C/c1ccccc1)NC1CCCCCCC1	1[fluorescence artefact?]	2	9	5	5	-1	1.0	-14	22
O=C(CN(C(=O)c1cc2c(s1)CCC2)C1CCCC1)NCc1cccs1	6	-4	5	19	2	-5	1.8	-8	27
Cc1ccc([N+](=O)[O-])cc1NC(=O)c1ccc(C(C)(C)C)cc1	3	-7	25	9	11	2	-1.4	-19	9
CC1CCCC(C)N1C(=O)COC(=O)C(Cc1ccccc1)NC(=O)c1cccs1 (stereo not given)	2	-7	5	8	-8	0	-1.6	-13	15
CCC(C)C(NC(=O)C1CCC(C)CC1)C(=O)NCCCN1CCCCC1CC (stereo not given)	0	3	3	2	0	0	-2.6	-1	-11
Cc1cc(S(=O)(=O)Nc2cccnc2)c(C)s1	0	12	13	-7	-11	3	-2.0	-6	10
COCCn1c(SCC(=O)N(C(C)C)C(C)C)nnc1-c1cc2ccccc2cc1O	-2	-7	0	1	-20	-2	1.2	-9	10
CCOC(=O)CCc1c(C)c2ccc(OCc3cc([N+](=O)[O-])ccc3OC)c(C)c2oc1=O	10	-12	6	6	-5	-1	-2.6	-55	23
COc1ccc2nc(NC(=O)Cc3ccc(OC)c(S(=O)(=O)N4CCOCC4)c3)sc2c1	4[fluorescence artefact?]	26	21	-6	-9	4	1.3	23	-20
CC1CC(CN)CC(CO)C1 (stereo not given)	2	0	12	-1	-22	9	2.3	10	28
CCCNC(=O)c1ccccc1NC(=O)c1ccccc1N(C)S(=O)(=O)c1ccc(C)cc1	-1	-13	8	1	1	2	-0.3	1	21
CCC1Oc2ccc(C)cc2N(CC(=O)N(Cc2ccncc2)Cc2ccco2)C1=O (stereo not given)	-1	-8	3	8	-7	2	0.7	-13	22
CC(=O)NC1C(=O)N(CCc2ccccc2)c2ccc(Br)cc21 (stereo not given)	3	-7	.	23*	6	1	2.6	-19	-1
O=C(CN1C(=O)CSC1=O)c1ccccc1	5	13	8&12	0	-10	8	-0.2	2	26&-5
CCOC(=O)C1(Cc2cccc(OC)c2)CCCN(C(=O)CCc2cccnc2)C1 (stereo not given)	2	-13	10	1	-3	-5	1.6	1	10
O=c1[nH]c2ccccc2nc1-c1ccc(Cl)cc1	-6	4	4	.	-8	5	1.1	17	-3
CC(Nc1nc2ccccc2n2cnnc12)c1ccccc1 (stereo not given)	-5	-23	9	.	-5	-1	0.3	-2	-18

Remaining list, next part:
SMILES	eIF4E 4G PPI	NPY2 pot ag	EP2 antag	NPY Y1 blocker	S1P4 antagonist	p97 ATPase inh	S1P4 agonist	NPY-Y1 PAM-ag	EP2 modulator
N#CCCN/N=C(\Cc1nc2ccccc2[nH]1)c1ccccc1	-10	-2	3	2	15	5	1.1	10	-17
Cn1c(NCc2ccccc2)nc2c1c(=O)n(Cc1ccc(Br)cc1)c(=O)n2C	-11	1	12	13	4	5	3.8	-4	-61
Cc1cccc(Oc2cnn(C(C)(C)C)c(=O)c2Cl)c1	1	-12	3	2	-4	-8	-0.3	-26	8
Nc1cc(-c2ccccc2)nn1S(=O)(=O)c1ccc(F)cc1	1	2	11	1	-23	6	4.0	12	-6
CCC1(CC)Cc2ccccc2-c2nc(NCCCO)[nH]c(=O)c21	6	24	3	1	-7	6	4.0	30	35
COc1cc(/C(C)=N\NC(N)=S)cc(OC)c1OC	17	4	6	-4	-12	3	0.9	8	22
CC1=C(/C=C/C(=O)O)C(C)(C)CCC1	2[fluorescence artefact?]	-12	13&3	6	-7	2	-5.2	-11	31&28
COC(=O)c1cc(C)nc(Sc2ccccc2NC(C)=O)n1	-1	-15	3	.	-1	9	-0.9	2	4
CCn1nnc2sc3c(c2c1=O)CCC(C)C3 (stereo not given)	-6	8	15	15	-10	4	-0.7	-9	25
COc1cc(C2N(c3ccccn3)C(=O)C3CCCN32)cc(OC)c1OC (stereo not given)	1[fluorescence artefact?]	-9	9	-3	-6	1	0.7	-12	7
